F508del corr – F508del CFTR correction, initial screen, CFBE line, single point; CFBE cells, YFP halide quenching; stimulated with forskolin plus potentiator P3; % fluorescence drop versus neutral controls; activity (quench increase), % at 7.58 µM; AID 720511, 2013; 350,000 compounds, 0.36% hits;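 active means mean added fluorescence quench of at least 8% versus neutral control, with both replicates also reaching 8%; inconclusive means only one of the mean or replicate conditions met; inactive means mean below 8% and not both replicates reaching 8%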;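 further: cells transiently co-express mutant CFTR-F508del with the halide-sensitive YFP; corrector assay measuring rescue of mutant channel to the surface after 24 h compound exposure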
XiGFP reactiv – activators of inactive X chromosome reactivation, primary screen, imaging, XiGFP fibroblasts, GFP high-content imaging, set 2; XiGFP mouse fibroblasts, % GFP-positive cells imaging, 3 d; cells co-treated with 5-aza-dC sensitizer; scaled so ellipticine positive control = 100%; activation, % at 7.58 µM; 360,000 compounds, 0.055% hits; AID 743238, 2013;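 active means mean normalized replicate activation at least 10% and every replicate at or above 10%; inconclusive means only one of the two criteria met; inactive means mean below 10% and not all replicates reach 10%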;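 further: 0% = median of on-plate neutral control wells and 100% = ellipticine 6 µM median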
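Assay system: SV40-immortalized XiGFP fibroblast cells, line 68-5-11; buffer or medium: DMEM plus 5-aza-dC sensitizer; compound: one concentration, pinned; timing: compounds 3 days, fix/stain 15 min at room temperature; benchmarks: positive control ellipticine, 6 µM final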
CASP6 VEID inh – human caspase-6 inhibitors, primary screen, biochemical, VEID-R110 fluorescence, single point, set 2. 350,000 compounds, 0.53% hits. inhibition, % at 12.5 µM. purified caspase-6, Z-VEID-R110 cleavage fluorescence. P55212. AID 686996, 2013;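 active means mean inhibition across replicates at least about 35%, with every replicate also reaching that limit, limit read from the data; inconclusive means only one of the two criteria met; inactive means neither criterion met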;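 further: 0% = median of neutral control wells and 100% = no fluorescence left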
RAD54 inh – inhibitors of human RAD54 branch migration, primary screen, biochemical, fluorescence, single point; DNA repair and recombination protein RAD54-like (Homo sapiens), Q92698; RAD54 Holliday junction branch migration, FAM/BHQ fluorescence; inhibition, % at 10.4 µM; 360,000 compounds, 0.14% hits; AID 602329, 2012;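 active means mean normalized replicate activity at least 40 and at least half of replicates scoring 40 or more; inconclusive means only one of the two criteria met; inactive means mean below 40 and under half of replicates reaching 40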;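 further: 0% = median of neutral control wells and 100% = median of positive control wells; inhibitors cause a drop in the FAM fluorescence signal; in these data hits start at about 50%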
DENV2 CPE rescue – inhibitors of DENV2 cytopathic effect, primary screen, cell-based, plate reader, single concentration. DENV2-infected cells, cytopathic effect rescue. CPE inhibition, % at 9.99 µM. 350,000 compounds, 1.7% hits; in the data active means CPE inhibition above about 20%, passing the limit was not always enough; inconclusive means no clear call, values can overlap the other calls; tested in BHK-21 cells;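 further: 0% = median of neutral control wells and 100% = median of positive control wells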
RAD52 anneal inh – RAD52 DNA annealing inhibitors, primary screen, biochemical, FRET, single point, set 2. DNA repair protein RAD52 homolog (Homo sapiens), P43351. recombinant RAD52 DNA annealing, FRET fluorescence. inhibition, % at 18.7 µM. 360,000 compounds, 0.46% hits;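 active means every replicate showing at least 50% inhibition; inconclusive means mean inhibition at least 50% but not in every replicate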
Target sequence (P43351 whole entry, looked up): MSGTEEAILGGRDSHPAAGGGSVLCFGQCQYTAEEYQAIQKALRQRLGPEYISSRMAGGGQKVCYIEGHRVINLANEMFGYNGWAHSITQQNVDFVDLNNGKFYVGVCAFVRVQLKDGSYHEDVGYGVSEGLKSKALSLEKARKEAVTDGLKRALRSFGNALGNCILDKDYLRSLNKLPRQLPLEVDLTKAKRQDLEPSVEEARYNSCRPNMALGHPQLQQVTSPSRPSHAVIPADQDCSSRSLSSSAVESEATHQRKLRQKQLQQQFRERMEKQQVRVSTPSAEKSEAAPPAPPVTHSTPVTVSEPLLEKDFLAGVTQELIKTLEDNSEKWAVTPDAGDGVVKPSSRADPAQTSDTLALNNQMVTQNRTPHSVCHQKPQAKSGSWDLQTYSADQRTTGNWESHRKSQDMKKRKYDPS
E-sel inducer – E-selectin induction in HUVECs, primary screen, imaging, HUVEC, immunofluorescence imaging, single point; P16581; 260,000 compounds, 0.37% hits; normalized: neutral wells 0, TNF-alpha wells 100; activation, % at 7.58 µM;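 active means mean E-selectin-positive cell signal at least 10% of the positive control, reached in at least 60% of replicates, without over 20% cell loss; inconclusive means no rule given, readout overlaps actives, possibly toxicity-flagged; inactive means the rest, including those meeting only one limit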;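 further: in these data hits start at about 27%; measured in HUVEC primary endothelial cells; signal is the percent of cells scored E-selectin positive by PE staining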
Target sequence (P16581 whole entry, looked up): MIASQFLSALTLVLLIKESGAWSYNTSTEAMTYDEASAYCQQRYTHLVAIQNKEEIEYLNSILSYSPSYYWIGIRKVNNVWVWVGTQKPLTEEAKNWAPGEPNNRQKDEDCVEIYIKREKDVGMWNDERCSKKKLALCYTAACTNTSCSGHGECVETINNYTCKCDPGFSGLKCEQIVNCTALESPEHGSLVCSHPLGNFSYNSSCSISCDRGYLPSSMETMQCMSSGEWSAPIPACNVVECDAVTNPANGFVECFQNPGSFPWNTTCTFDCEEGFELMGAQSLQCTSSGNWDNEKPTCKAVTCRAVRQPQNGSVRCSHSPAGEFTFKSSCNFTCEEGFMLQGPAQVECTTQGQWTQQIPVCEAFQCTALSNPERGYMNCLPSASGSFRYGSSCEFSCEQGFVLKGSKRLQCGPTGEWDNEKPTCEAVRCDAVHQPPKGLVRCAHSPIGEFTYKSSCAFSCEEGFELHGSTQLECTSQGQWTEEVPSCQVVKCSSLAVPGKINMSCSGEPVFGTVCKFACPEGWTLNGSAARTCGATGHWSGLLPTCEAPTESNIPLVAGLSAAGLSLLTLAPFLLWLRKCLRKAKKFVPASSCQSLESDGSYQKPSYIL
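System: HUVEC, human umbilical vein endothelial cells; quantity: 3,000 cells/well; buffer or medium: EGM-2 medium, gelatin-coated wells; dosing: single-point compound dose; detection: immunofluorescence imaging; evaluation: % PE-positive cells; benchmarks: TNF-alpha, DMSO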
INS-1E GSIS act – GLuc luminescence reporter in INS-1E cells, primary screen for activators of glucose-dependent secretion of insulin. INS-1E GLuc reporter insulin secretion, 2-3 h. activation, % at 16.6 µM. 370,000 compounds, 0.61% hits. AID 743287, 2014;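 active means lowest replicate activation of at least 40%, so every replicate reaches that level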;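 further: 0% = median of neutral control wells and 100% = median of IBMX positive control wells; some compounds called inactive have numbers as strong as hits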
* hit, by the source's call; ? = inconclusive; nt = no result given. The order is random; 3.7% or so of the library scored in one or more.

no.	molecule	F508del corr	XiGFP reactiv	CASP6 VEID inh	RAD54 inh	DENV2 CPE rescue	RAD52 anneal inh	E-sel inducer	INS-1E GSIS act
1	COCCn1c(=O)[nH]c2cc(C(=O)N3CCN(c4cccc(C(F)(F)F)c4)CC3)ccc2c1=O	-1.1	0.2	2	-5	2	-10	nt	-33
2	CC(C)c1cn(CC[C@@H]2CC[C@H](NC(=O)C3CCCCC3)[C@H](CO)O2)nn1	1.3	0.2	-1	-13	-5	0	0.0	3
3	O=C(COC(=O)/C=C/c1cccc(C(F)(F)F)c1)NC1CCS(=O)(=O)C1 (stereo not given)	0.7	-1.0	2	3	-5	-10	0.3	nt
4	FC(F)(F)c1ccccc1Cc1c(-c2ccc(Cl)cc2)nc2c3ccccc3ccn12	2.0	-0.1	-2	nt	-22	-30	0.1	5
5	CCOC(=O)c1c(C)[nH]c(C(=O)CN2C(=O)NC(C)(C)C2=O)c1C	-1.6	-0.1	1	-3	1	-1	0.0	13
6	Brc1ccccc1OCCN1CCCC1	nt	0.3	-33	-3	3	-6	nt	12
7	COc1cc(CN2CCNC(=O)C2CC(=O)N(C)CCCN2CCOCC2)cc(OC)c1 (stereo not given)	1.1	0.2	-12	-8	8	-18	-0.5	10
8	COC(=O)c1sccc1NC(=O)Nc1cccc(C(C)=O)c1	1.2	0.0	2	nt	1	-11	3.3	26
9	COc1ccc(S(=O)(=O)Nc2ccc3c(c2)C(=O)N([C@H](C)CO)C[C@@H](C)[C@H](CN(C)Cc2ccccc2)OCCCC[C@H](C)O3)cc1	-3.1	0.2	nt	0	1	nt	-0.3	-28
10	COc1ccc2c3c(n(C)c2c1)[C@H](CO)N(Cc1ccccc1F)CC31CCN(C(=O)C2CCCC2)CC1	1.9	0.2	0	nt	-2	-88	-0.5	-7
11	COc1ccccc1NC(=O)N1C[C@@H]2[C@H](c3ccccc31)[C@@H](CO)N2C(=O)C1CC1	6.8	0.1	3	-17	3	-1	-0.1	6
12	COc1ccc(C(=O)NCCn2ccc3ccccc32)cc1OC	2.1	0.0	1	-23	14	-197	nt	11
13	CCCNC(=O)c1cc(C2CCCN(C(=O)c3ccc4c(c3)CCO4)C2)on1 (stereo not given)	-0.5	0.0	-2	2	8	-10	nt	0
14	COCC#Cc1cnc2c(c1)C(=O)N([C@@H](C)CO)C[C@@H](C)[C@H](CN(C)Cc1ccccc1)O2	0.3	0.2	0	-12	2	2	-0.2	8
15	CCOc1ccc(NC(=O)CC)cc1	0.3	0.0	nt	nt	0	-19	-1.2	8
16	COc1ccc(S(=O)(=O)N[C@@H]2CC[C@@H](CC(=O)NCc3ccccc3F)O[C@H]2CO)cc1	2.2	0.0	4	-4	2	-7	-0.6	8
17	Cc1cc(=O)nc2c3ccccc3n(C(C)C(=O)NCCC(C)C)n12 (stereo not given)	1.2	0.0	0	3	0	-7	5.7	10
18	COc1ccc2c(c1)sc(=N)n2CC(=O)Nc1cc(C)cc(C)c1	1.4	0.0	0	nt	11	-11	0.9	-12
19	COc1ccccc1CNC(=O)COC(=O)c1cccs1	0.1	0.0	-2	0	?	-8	nt	11
20	CC(=O)Nc1cccc(OCC(=O)/C=C2\N(C)c3ccccc3C2(C)C)c1	-1.9	0.0	-2	-12	5	-76	2.9	3
21	C[C@@H]1CCCCO[C@@H](CN(C)CC2CC2)[C@@H](C)CN([C@H](C)CO)C(=O)c2cc(NS(C)(=O)=O)ccc2O1	-1.0	0.2	-1	9	10	5	-0.4	34
22	Cc1ccc2c(c1)N(Cc1ccncc1)C(=O)C(C)O2 (stereo not given)	nt	nt	1	2	nt	6	nt	49
23	COc1cccc(NC(=O)N2CC(=O)N3[C@H](C2)[C@@H](c2ccc(C4=CCCC4)cc2)[C@@H]3CO)c1	-0.1	0.0	0	nt	?	-2	0.0	-20
24	CCCNC(=O)N1CC2(C1)[C@@H](c1ccccc1)[C@@H](CO)N2Cc1ccccn1	-0.9	0.0	-1	nt	2	-17	0.0	-6
25	CO[C@H]1CN(C)C(=O)c2ccc(NS(C)(=O)=O)cc2OC[C@H](C)N(Cc2ccccc2)C[C@H]1C	1.3	0.2	0	-2	6	12	0.8	0

Brought forward from above: four compounds; new compounds follow.
no.	molecule	F508del corr	XiGFP reactiv	CASP6 VEID inh	RAD54 inh	DENV2 CPE rescue	RAD52 anneal inh	E-sel inducer	INS-1E GSIS act
22	Cc1ccc2c(c1)N(Cc1ccncc1)C(=O)C(C)O2 (stereo not given)	nt	nt	1	2	nt	6	nt	49
23	COc1cccc(NC(=O)N2CC(=O)N3[C@H](C2)[C@@H](c2ccc(C4=CCCC4)cc2)[C@@H]3CO)c1	-0.1	0.0	0	nt	?	-2	0.0	-20
24	CCCNC(=O)N1CC2(C1)[C@@H](c1ccccc1)[C@@H](CO)N2Cc1ccccn1	-0.9	0.0	-1	nt	2	-17	0.0	-6
25	CO[C@H]1CN(C)C(=O)c2ccc(NS(C)(=O)=O)cc2OC[C@H](C)N(Cc2ccccc2)C[C@H]1C	1.3	0.2	0	-2	6	12	0.8	0
26	C[C@@H]1CCCCO[C@@H](CN(C)Cc2ccccc2)[C@@H](C)CN([C@H](C)CO)C(=O)c2cc(NC(=O)Nc3ccccc3)ccc2O1	0.0	0.0	4	-3	-8	2	nt	21
27	CC(C)c1nc2c(s1)CCc1onc(-c3cccc([N+](=O)[O-])c3)c1-2	-1.6	-0.1	-6	-3	-12	-3	1.7	11
28	O=C(Nc1cccc(C(F)(F)F)c1)Nn1cnnc1	-1.9	0.3	-1	0	-2	-14	nt	2
29	CC(C)NC(=O)N[C@@H]1C=C[C@H](CC(=O)NCCCN(C)C)O[C@H]1CO	-3.5	0.0	-1	-8	3	-6	0.0	13
30	COc1ccc(Nc2nc(N)c([N+](=O)[O-])c(N3CCN(C)CC3)n2)cc1	-1.9	0.0	-6	nt	-2	21	0.1	24
31	C[C@@H]1CN([C@@H](C)CO)C(=O)c2cc(-c3ccccc3)cnc2O[C@@H]1CN(C)C(=O)Nc1ccccc1	-0.2	1.6	nt	7	-3	nt	1.7	1
32	CCOC(=O)N1CCC(N2Cc3cccc(C(=O)NCc4ccccn4)c3C2=O)CC1	0.1	0.1	1	-2	-5	-4	-0.8	nt
33	C[C@@H]1CN([C@@H](C)CO)C(=O)c2cccc(NC(=O)C3CC3)c2O[C@H]1CN(C)Cc1ccncc1	0.9	0.1	-1	-1	2	14	1.3	22
34	CC(CCc1ccccc1)NC(=O)c1cc2sccc2n1C (stereo not given)	-3.2	nt	3	nt	-1	-8	nt	-46
35	COc1ccc(C(=O)N/N=C/c2ccc(OC(=O)c3cccs3)cc2)cc1	-0.3	0.1	-5	nt	7	-4	nt	8
36	COc1cc(C#Cc2c(-c3cncn3C)n(C)c3ccc(-c4cnc(OC)nc4)cc23)cc(OC)c1	6.3	-0.1	1	-8	-11	24	-0.2	17
37	C/C=C/c1ccc2c(c1)O[C@H](CN(C)C(=O)NC1CCCCC1)[C@@H](C)CN([C@H](C)CO)S2(=O)=O	6.1	0.0	-2	0	2	1	0.0	-12
38	CSc1ncc(C(=O)Nc2ccc(Br)cn2)c(C)n1	-1.5	0.3	4	-7	0	-140	nt	13
39	Cc1ccc(C(=O)/C=C\C(=O)c2ccc(C)cc2)cc1	nt	0.0	-4	nt	11	-16	-2.6	-20
40	C=CCN(Cc1ccc(Br)s1)C(=O)c1ccc(OCc2c(C)noc2C)cc1	-1.1	0.1	1	-9	11	-2	-0.1	-4
41	O=C(OCC(=O)c1c[nH]c2ccccc12)c1cc(Br)ccc1O	0.4	0.0	-1	nt	10	-16	14	2
42	O=S(=O)(c1ccc(NC(=S)N/N=C/c2ccc(Oc3ccccc3)cc2)cc1)N1CCOCC1	2.9	3.6	2	nt	0	-18	0.0	18
43	OCC[C@@H]1C[C@@H](O)[C@H](O)[C@@]2(OCCc3ccccc32)O1	3.1	0.0	nt	5	-6	-13	-0.2	4
44	COc1cccc(/C=C/C2=CC(C)(C)NC(=S)N2)c1	0.4	0.1	0	nt	1	-16	-0.3	-5
45	COCCNC(=O)CN(C(=O)CCC(=O)Nc1ccccn1)c1ccccc1F	1.4	0.0	0	nt	-4	-4	-1.0	12
46	CCN(C(=O)COC(=O)c1ccccc1Cc1ccccc1)C1CCS(=O)(=O)C1 (stereo not given)	-1.0	0.0	-2	nt	1	-4	0.0	1
47	Cc1ccccc1NC(=O)OCCN1CCN(Cc2ccccc2)CCC1=O	3.3	0.2	0	5	-5	9	0.2	-8
48	CCOCCCNC(=O)c1ccc(Cn2c(=O)[nH]c3ccsc3c2=O)cc1	-0.3	-0.2	0	4	-3	-6	-0.2	14
49	COc1ccccc1NS(=O)(=O)c1cccc(C(=O)NCC(C)(C)N2CCOCC2)c1	2.0	0.3	2	-5	-1	-4	-0.2	9
50	COCC(=O)N1C[C@@H](C)[C@@H](OC)CN(C)C(=O)c2ccc(NC(=O)c3ccc(OC)cc3)cc2OC[C@H]1C	-0.7	0.0	nt	-4	4	-1	0.0	14
51	COc1cccc(-n2nnnc2SCC(=O)NC2CCCCC2)c1	1.1	-0.1	2	-1	-1	2	nt	2
52	O=C(c1ccc(Cl)cc1)N1CCN(c2ccnc3cc(Cl)ccc23)CC1	1.4	0.2	nt	nt	-5	-1	nt	-48
53	O=[N+]([O-])c1cccc(OCCN2CCC(Cc3ccccc3)CC2)c1	-1.6	0.0	-2	6	4	-2	nt	-12

Screens as filed in PubChem.
